DENV2 CPE rescue: protects cells from dengue virus 2 cytopathic effect. DENV2-infected cells, cytopathic effect rescue, plate reader. CPE inhibition, % at 9.99 µM. 350,000 compounds, 1.7% hits. AID 651640; in the data active means CPE inhibition above about 20%, passing the limit was not always enough; inconclusive means no clear call, values can overlap the other calls; tested in BHK-21 cells;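 further: 0% = median of neutral control wells and 100% = median of positive control wells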
LGR2 antag: blocks bursicon-induced cAMP signaling via Drosophila LGR2; 380,000 compounds, 0.35% hits; inhibition, % at 9.99 µM; HEK293 LGR2, CRE-luciferase, bursicon-stimulated, 4 h;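 active means drop in luminescence signal, shown as inhibition above about 50% in the replicate tests, limit read from the data, passing the limit was not always enough; inconclusive means probably only some replicates passing the limit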;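 further: agonist challenge used bursicon conditioned medium at about half maximal strength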
SIRT5 inh: sirtuin-5 (human) deacylase inhibition | Q9NXA8 | 330,000 compounds, 1.1% hits | inhibition, % at 15 µM | Purified SirT5, succinyl-peptide AMC, trypsin-coupled fluorescence; in the data active means inhibition above about 15%; inconclusive means no clear call, values can overlap the other calls
Target sequence (Q9NXA8 whole entry, looked up): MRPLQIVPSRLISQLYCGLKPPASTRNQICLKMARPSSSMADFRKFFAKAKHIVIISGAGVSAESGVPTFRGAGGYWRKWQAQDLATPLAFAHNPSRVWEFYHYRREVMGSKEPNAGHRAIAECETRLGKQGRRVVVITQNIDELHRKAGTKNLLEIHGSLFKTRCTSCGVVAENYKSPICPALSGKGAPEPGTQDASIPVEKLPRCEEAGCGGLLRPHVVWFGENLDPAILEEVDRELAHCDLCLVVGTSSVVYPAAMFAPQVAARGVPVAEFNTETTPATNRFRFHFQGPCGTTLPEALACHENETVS
CASP6 VEID inh: inhibitors of human caspase-6. 350,000 compounds, 0.53% hits. purified caspase-6, Z-VEID-R110 cleavage fluorescence. P55212. inhibition, % at 12.5 µM;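 active means mean inhibition across replicates at least about 35%, with every replicate also reaching that limit, limit read from the data; inconclusive means only one of the two criteria met; inactive means neither criterion met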;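 further: 0% = median of neutral control wells and 100% = no fluorescence left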
Target sequence (P55212 24-179 limits assumed): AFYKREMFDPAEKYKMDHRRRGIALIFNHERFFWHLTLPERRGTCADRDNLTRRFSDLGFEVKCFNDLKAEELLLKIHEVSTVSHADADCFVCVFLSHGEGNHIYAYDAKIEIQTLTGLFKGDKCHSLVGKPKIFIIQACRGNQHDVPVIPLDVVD
Target sequence (P55212 194-293 limits assumed): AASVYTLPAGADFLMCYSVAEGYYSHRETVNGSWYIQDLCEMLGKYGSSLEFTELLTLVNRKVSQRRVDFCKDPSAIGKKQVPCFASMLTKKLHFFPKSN
ARNT TACC3 PPI: ARNT/TACC3 interaction disruption. Q9Y6A5. AlphaScreen His-ARNT PAS-B/GST-TACC3 binding, luminescence; TACC3 fragment carries E629A point mutation. inhibition, % at 9.99 µM. 390,000 compounds, 0.66% hits. AID 623870;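 active means mean inhibition of replicates at least 50% and at least half of replicates each reaching 50%; inconclusive means half or more replicates reach 50% but mean below 50%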;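 further: 0% = complete ARNT plus TACC3 wells and 100% = ARNT alone without TACC3; many hits fall short of the cut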
PAX8 reporter: PAX8 transcriptional activity inhibition. RMG-I TPO-luciferase reporter, SteadyGlo, 24 h. inhibition, % at 12.6 µM. 360,000 compounds, 1.2% hits. AID 652154;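 active means mean replicate inhibition at least 60% with every replicate also reaching 60%; inconclusive means only one of the two criteria is met; inactive means mean below 60% and not all replicates reaching 60%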;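 further: luciferase light reporting Pax8 driven TPO promoter activity; plate controls were median of neutral control wells for no effect and mitoxantrone controls for full effect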
EWS-Fli block: EWS/Fli transcriptional activity inhibition; A673 NR0B1-luciferase reporter, viability-normalised; inhibition, % at 12.6 µM; 350,000 compounds, 0.67% hits; AID 651661;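 active means mean inhibition of at least 50% after viability correction, with every replicate also passing that limit; inconclusive means mean reaches 50% but only one of two replicates passes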;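 further: firefly luciferase signal divided by Alamar Blue viability fluorescence both relative to DMSO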
Starred values were filed as active, the others as inactive; ? = inconclusive; . = no result given.

nr	Molecule	LGR2 antag	ARNT TACC3 PPI	SIRT5 inh	DENV2 CPE rescue	PAX8 reporter	CASP6 VEID inh	EWS-Fli block
1	COc1cc2[nH]c(=S)nc(NCc3cccnc3)c2cc1OC	5	13	-1	1	-13	2	3
2	COc1ccc(C(=O)C(=O)N2CCN(c3ccc(C)cc3)CC2)cc1OC	5	.	.	14	13	3	-3
3	C[C@H]1CCCCO[C@@H](CN(C)C(=O)Nc2ccc(F)cc2)[C@@H](C)CN([C@@H](C)CO)C(=O)c2cc(NC(=O)Nc3ccccc3)ccc2O1	36	1	11	10	7	0	6
4	Cc1ccc(-c2csc(NC3OC(=O)c4ccccc43)n2)cc1 (configuration not stated)	16	-8	-8	-3	92*	1	.
5	CC(=O)c1ccc(NC(=O)/C(=C\c2ccco2)NC(=O)c2ccco2)cc1	6	0	3	-3	-3	9	-4
6	CCN(CC(=O)Nc1ccccc1OC)C(=O)CSCc1c(C)noc1C	-7	-5	0	-2	5	1	1
7	C[C@H](CO)N1C[C@H](C)[C@H](CN(C)Cc2ccc(Oc3ccccc3)cc2)Oc2c(NC(=O)Nc3ccccc3)cccc2C1=O	1	5	6	18	-16	0	9
8	CCn1cc(C(=O)O)c(=O)c2cc(S(=O)(=O)N3CCCCCC3)ccc21	2	6	1	-5	6	3	9
9	CCOc1ccccc1OCCCC(=O)N(C)CC(=O)Nc1cc(C)ccc1C	.	-3	0	0	6	8	8
10	COc1ccc(Cc2nnc(SC(C)C(=O)Nc3ccc(F)cc3Cl)o2)cc1 (configuration not stated)	-3	1	-5	-3	-148	-6	-4
11	O=C(c1ccccc1)N1N=C(c2ccc(F)cc2)CC1(O)C(F)(F)F (configuration not stated)	-16	-1	3	-2	30	-4	-9
12	COCCCNC(=O)c1cc(Cc2ccccc2)sc1N	-15	.	7	-10	-4	1	10
13	COCC#Cc1cnc2c(c1)C(=O)N([C@H](C)CO)C[C@H](C)[C@H](CN(C)Cc1ccc3c(c1)OCO3)O2	7	-10	0	14	-15	-2	0
14	C/C=C/c1cnc2c(c1)C(=O)N([C@@H](C)CO)C[C@@H](C)[C@H](CN(C)Cc1ccc3c(c1)OCO3)O2	-20	19	-22	-2	6	.	-5
15	CC(NC(=S)Nc1ccc(OC(F)F)cc1)c1ccc(F)cc1 (configuration not stated)	-13	12	-1	-5	21	-4	0
16	Cc1ccc2c(c1)NC(=O)[C@@]1(C)[C@@H](c3ccccc3)[C@H]3COc4ccc(Cl)cc4[C@@H]3N1C2=O	21	2	-4	83*	-11	1	7
17	COc1ccc(C(=O)NC(=S)NNC(=O)c2ccc(NC(C)=O)cc2)cc1Br	3	1	2	10	-3	1	15
18	COc1ccccc1C#Cc1ccc2c(c1)O[C@@H](CN(C)Cc1ccncc1)[C@H](C)CN([C@@H](C)CO)S2(=O)=O	41	-2	-2	4	101*	0	34
19	CCN(CC)S(=O)(=O)c1ccc(OC)c(NC(=O)C2CC(=O)N(c3ccc4c(c3)OCCO4)C2)c1 (configuration not stated)	0	1	1	2	.	-24	2
20	CC(C)C(=O)NC(=S)Nc1ccc(S(=O)(=O)N2CCN(C)CC2)cc1	-5	2	.	.	-18	.	.
21	COc1ccc2oc(N)nc2c1	-14	28	-2	3	6	0	-12
22	Cc1ccccc1-c1ccc([C@H]2[C@H](CO)N3CCCCN(C(=O)Nc4cccc(F)c4)C[C@@H]23)cc1	.	25	3	0	-2	-4	2
23	COCC#Cc1ccc2c(c1)O[C@@H](CN(C)Cc1ccncc1)[C@@H](C)CN([C@H](C)CO)S2(=O)=O	0	-2	-2	-7	.	-1	-13
24	Cc1ccc(NC(=O)C2(C)CCN2C(=O)C2(c3ccc(Cl)cc3)CC2)cc1 (configuration not stated)	-3	.	-2	-11	12	0	4
25	CCOC(=O)C1=C(CP(=O)(c2ccccc2)c2ccccc2)NC(=O)NC1c1ccc(OC)cc1 (configuration not stated)	-22	-27	.	.	22	.	.
26	CCOC(=O)c1sc2nc3c(SCC(=O)O)cc(C(=O)c4ccccc4O)cn3c(=O)c2c1C	15	1	-6	.	-2	11	-3
27	CCCC(=O)N1CCC2(CC1)CN(Cc1ccc(Cl)cc1)[C@H](CO)c1[nH]c3cc(OC)ccc3c12	-11	.	2	5	32	1	4
28	COc1ccc(S(=O)(=O)N2CCN(C(=O)C3CCC3)CC2)cc1	-19	0	0	-4	11	2	3
29	C/C=C/c1cnc2c(c1)C(=O)N([C@@H](C)CO)C[C@@H](C)[C@H](CN(C)C(=O)Cc1ccccn1)O2	-1	-1	2	4	0	3	-1
30	COC(=O)c1cc(=O)n(Cc2cccs2)c(=Nc2ccccc2)s1	13	7	-1	-4	8	-3	9
31	Cc1ccccc1-n1nc(C)c2c(C(=O)NN)cc(-c3ccncc3)nc21	28	.	-5	-2	-1	0	-12
32	CCn1cc(CN2CCN(Cc3ccc(C)o3)C(CCO)C2)c2ccccc21 (configuration not stated)	-4	2	-3	.	32	-1	16
33	CC(C)NC(=O)Nc1ccc2c(c1)C(=O)N([C@H](C)CO)C[C@@H](C)[C@H](CN(C)S(=O)(=O)c1cn(C)cn1)O2	-7	-4	5	-5	.	0	-1
34	COc1ccc(NCc2nnc(SCC(=O)Nc3ccccc3)n2C)cc1	7	.	-2	-9	13	-3	0
35	Cc1cc(/C=C2/C(=N)N3C(=NC2=O)SN=C3S(C)(=O)=O)c(C)n1-c1ccccc1	5	4	2	.	-114	11	-16
36	Cc1ccc(C(=O)NNC(=O)c2ccc(S(=O)(=O)N(C)c3ccccc3)cc2)cc1	-10	-1	0	1	.	4	-3
37	Cn1cnnc1SCC(=O)Nc1ccc(Cl)cn1	1	18	.	-1	3	0	-5
38	CC1Cc2ccccc2N1C(=O)CN(C)CC(=O)Nc1cccc(F)c1 (configuration not stated)	4	.	-15	-6	-2	0	2
39	O=C(NCC[C@@H]1CC[C@H](NS(=O)(=O)c2ccc(F)cc2)[C@@H](CO)O1)c1ccccc1F	-17	.	-4	?	.	-1	2
40	O=C(Nc1ccc(CN2CCS(=O)(=O)CC2)cc1)c1ccccc1	-2	-3	.	1	-13	5	14
41	O=C1CSC(=S)N1c1ccc(F)c(Cl)c1	3	0	1	3	18	.	1
42	CC(=O)c1cccc(NC(=O)CC2S/C(=N/N=C/c3cccs3)NC2=O)c1 (configuration not stated)	12	-3	3	-6	1	-1	-9
43	COc1ccc(CN2CCC(n3nccc3NC(=O)C3CCCC3)CC2)cc1	8	40	-2	-4	15	-4	7
44	Cc1ccc(S(=O)(=O)N(C)C[C@@H]2Oc3ccc(NC(=O)NC4CCCCC4)cc3CC(=O)N([C@H](C)CO)C[C@H]2C)cc1	-12	3	.	3	11	0	0
45	O=C(c1cc([N+](=O)[O-])ccc1N1CCCCC1)N1CCc2ccccc21	4	24	4	3	3	6	47
46	CCOc1ccc(S(=O)(=O)c2c[nH]c3ccccc3c2=O)cc1	-3	-11	0	3	5	4	-8
47	CCOC(=O)C1=CN(Cc2cccc(F)c2)S(=O)(=O)N(CC)C1c1ccc(C(F)(F)F)cc1 (configuration not stated)	-12	1	-7	-6	6	-2	-22
48	CCCc1ccc2oc(C(=O)N3CCN(c4cnccn4)CC3)c(C)c2c1	2	5	2	10	.	0	-1
49	Cc1ccc(S(=O)(=O)N(C)C[C@H]2Oc3ccc(NC(=O)C4CC4)cc3CC(=O)N([C@@H](C)CO)C[C@@H]2C)cc1	9	-6	6	-8	-9	2	6
50	CCCOc1ccc(Br)cc1CSC(=N)N	6	-21	1	1	32	0	29

(more compounds)
nr	Molecule	LGR2 antag	ARNT TACC3 PPI	SIRT5 inh	DENV2 CPE rescue	PAX8 reporter	CASP6 VEID inh	EWS-Fli block
51	COc1cc(NC(=O)CN2C(=O)C(C)N(c3ccc(C)cc3)C2=O)cc(OC)c1 (configuration not stated)	19	3	0	-9	-3	-5	2
52	CN(CC(=O)Nc1ccc2c(c1)OCCO2)S(=O)(=O)c1cccc2cccnc12	1	0	.	0	-15	1	-1
53	O=C(NCc1ccc(F)cc1)[C@@H]1C[C@@H]2C(=O)N3CCC[C@H]3C(=O)N2[C@@H]1c1ccc(O)cc1	.	-18	-2	-6	-3	-1	3
54	N#C/C(=C\c1ccc(-c2ccc(C(=O)O)cc2)o1)C(=O)Nc1ccc(F)cc1	-38	32	-1	2	-21	33	-10
55	COc1cccc([C@@H]2CC=C(C(=O)O)[C@H](c3ccc(F)cc3)N2S(=O)(=O)c2ccc(C)cc2)c1	4	-2	-2	5	-10	1	5
56	O=C(CP(=O)(c1ccccc1)c1ccccc1)Nc1nc2ccccc2s1	-8	-4	-3	1	-1	7	6
57	COC(=O)N[C@@H]1C[C@H]2[C@@H]3CC[C@H]4C[C@@H](OC)CC[C@]4(C)[C@H]3CC[C@@]12C	14	0	.	-9	4	0	18
58	CSc1ccccc1NC(=O)c1onc(C)c1Cl	-16	-5	1	-1	10	1	0
59	N#Cc1ccccc1CN1C(=O)NC(Cc2c[nH]c3ccccc23)C1=O (configuration not stated)	-1	33	-4	3	-3	0	6
60	CCOc1ccccc1NC(=O)[C@@H](NC(=O)c1ccccc1F)C(C)C	0	0	-3	-3	28	-2	6
61	O=C(Cc1ccc(Cl)cc1)OCC(=O)c1ccc[nH]1	-19	.	-3	-4	-13	4	3
62	C[C@H](CO)N1C[C@H](C)[C@H](CN(C)CC2CC2)OCCCC[C@H](C)Oc2ccc(NC(=O)Nc3ccc4c(c3)OCO4)cc2C1=O	.	26	1	1	0	0	.
63	COc1ccccc1C(=O)NCCCCNC(=O)c1ccccc1OC	9	4	.	-4	-15	-2	14
64	CCSc1nnnn1-c1ccccc1	-3	2	12	.	.	0	.
65	O=C(NCc1ccccc1)NC(O)C(Cl)(Cl)Cl (configuration not stated)	-15	-1	1	1	6	10	19
66	C[C@H](CO)N1C[C@H](C)[C@H](CN(C)C(=O)C2CCC2)Oc2cc(-c3cncnc3)ccc2S1(=O)=O	2	5	6	9	.	0	-9
67	CCCC(=O)Nc1cc2c3c(c1)CCN3C(=O)CC2	4	-3	-4	?	13	0	-7
68	COc1ccc(C2C(C(=O)c3cccs3)=C(O)C(=O)N2Cc2cccnc2)cc1OC (configuration not stated)	-14	-3	0	6	-9	3	2
69	O=S(=O)(NCCc1ccccc1)c1ccc(F)cc1Br	-11	-2	.	6	-40	-1	-25
70	CC(C(=O)Nc1nccs1)c1ccc([N+](=O)[O-])cc1 (configuration not stated)	9	.	-2	0	7	4	17

2 entries picked at random from those above, as already listed:
nr	Molecule	LGR2 antag	ARNT TACC3 PPI	SIRT5 inh	DENV2 CPE rescue	PAX8 reporter	CASP6 VEID inh	EWS-Fli block
53	O=C(NCc1ccc(F)cc1)[C@@H]1C[C@@H]2C(=O)N3CCC[C@H]3C(=O)N2[C@@H]1c1ccc(O)cc1	.	-18	-2	-6	-3	-1	3
51	COc1cc(NC(=O)CN2C(=O)C(C)N(c3ccc(C)cc3)C2=O)cc(OC)c1 (configuration not stated)	19	3	0	-9	-3	-5	2
